# Compound activity (PubChem)
# Mdm2-MdmX inh: inhibitors of human Mdm2/MdmX interaction. SaOS-2 split-luciferase Mdm2/MdmX complementation, luminescence. inhibition, % at 8 µM. 330,000 tested, 3% active. AID 485346;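 active = inhibition of at least 50% at 8 µM in the primary screen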
# UPR CHOP act: apoptotic UPR (CHOP) activation; CHO-CHOP luciferase reporter, luminescence; percent of tunicamycin response over DMSO baseline; activation, % at 10 µM; 330,000 tested, 0.34% active;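 active = at 10 µM dose, activation of 40% or more, normalized to positive control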;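 note: 100% = tunicamycin at 10 µg/mL and 0% = DMSO alone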
#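 Assay system: CHO-CHOP cells, stable luciferase reporter of PERK-eIF2a-CHOP signalling / Buffer or medium: F12 plus 10% serum / Compound dosing: one dose, 10 µM in 0.5% DMSO / Times: 6 h compound treatment, 37 °C / Technique: luciferase luminescence / Read-out: % reporter activation, DMSO baseline versus tunicamycin full activation / Benchmarks: tunicamycin and DMSO controls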
# CXCR6 inh: CXCR6 (human) receptor inhibition. CHO-K1 PathHunter CXCR6 beta-arrestin, luminescence. 360,000 tested, 0.36% active. inhibition, % at 20 µM. O00574; in the data active = inhibition above about 34%, passing the limit was not always enough;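 note: antagonist mode with CXCL16 agonist at 10 nM final; 0% = 10 nM CXCL16 with DMSO and 100% = unstimulated wells without agonist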
# Target sequence (O00574 whole entry, looked up): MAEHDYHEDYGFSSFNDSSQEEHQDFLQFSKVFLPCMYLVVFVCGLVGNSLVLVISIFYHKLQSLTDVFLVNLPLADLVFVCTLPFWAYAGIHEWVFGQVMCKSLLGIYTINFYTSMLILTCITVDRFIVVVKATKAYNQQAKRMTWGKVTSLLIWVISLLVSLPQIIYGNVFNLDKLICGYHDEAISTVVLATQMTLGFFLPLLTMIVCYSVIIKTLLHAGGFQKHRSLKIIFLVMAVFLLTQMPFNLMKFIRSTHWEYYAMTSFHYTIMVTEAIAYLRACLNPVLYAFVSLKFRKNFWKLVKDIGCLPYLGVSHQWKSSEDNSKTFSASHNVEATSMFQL
# UPR XBP1 act: adaptive UPR (XBP1) activation; 330,000 tested, 0.33% active; activation, % at 20 µM; AID 463104; CHO-XBP1 luciferase reporter, IRE1-XBP1 UPR activation, luminescence; percent of tunicamycin response, DMSO as zero;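 active = versus positive control, 20 µM dose yields 30% or more activation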;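 note: 100% = tunicamycin at 10 µg/mL and 0% = DMSO only wells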
#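 Assay system: IRE1-XBP1 luciferase reporter CHO line. Input: 1000 cells/well. Buffer or medium: F12 with 10% serum. Doses: 20 µM, 1% DMSO. Times: overnight seeding at 37 °C, 6 h compound treatment at 37 °C. Technique: Steady-Glo luciferase glow luminescence, 10 min after reagent addition.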
# tim10-1 inh: growth inhibitors of tim10-1 mutant yeast. S. cerevisiae tim10-1 ts strain growth, BacTiter-Glo, 24 h. inhibition, % at 20 µM. 330,000 tested, 2.2% active. AID 463190;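 active = inhibition of at least 40%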;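 note: mutant grown at 25 °C; 0% = DMSO wells with yeast and 100% = wells holding no yeast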
# APJ antag: antagonists of human APJ apelin receptor; P35414; CHO-K1 APJ beta-arrestin complementation, luminescence; inhibition, % at 20 µM; 330,000 tested, 0.32% active; AID 2521;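 active = inhibition above about 40% at 20 µM, limit read from the data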;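 note: cells challenged with 10 nM apelin-13 agonist together with compound; plate controls were apelin-13 plus DMSO wells for no effect and DMSO wells lacking apelin-13 for full effect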
# Target sequence (P35414 whole entry, looked up): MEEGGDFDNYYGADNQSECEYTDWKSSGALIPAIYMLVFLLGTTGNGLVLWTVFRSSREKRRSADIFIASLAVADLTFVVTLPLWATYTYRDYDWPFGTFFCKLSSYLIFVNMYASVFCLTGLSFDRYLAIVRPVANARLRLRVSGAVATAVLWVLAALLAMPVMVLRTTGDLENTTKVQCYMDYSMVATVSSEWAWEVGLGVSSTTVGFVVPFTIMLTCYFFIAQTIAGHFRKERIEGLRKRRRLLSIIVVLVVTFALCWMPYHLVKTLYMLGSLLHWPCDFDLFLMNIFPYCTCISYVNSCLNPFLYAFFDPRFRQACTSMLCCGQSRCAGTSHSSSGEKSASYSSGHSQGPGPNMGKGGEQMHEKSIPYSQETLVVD
# APJ ag: APJ receptor agonism | 330,000 tested, 0.11% active | P35414 | activation, % at 20 µM | CHO-K1 APJ PathHunter beta-arrestin, luminescence; 0% DMSO wells, 100% apelin | AID 2520;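 active = activation more than six SD over the plate average, tested at 20 µM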;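 note: 0% = DMSO alone and 100% = apelin-13 at 10 nM; some results filed as inactive read as strong as hits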
#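 Assay system: engineered CHO-K1 APJ arrestin reporter cells; Amount: 1000 CHO-K1 reporter cells seeded per well; Dosing: one dose, 20 µM compound, 1% DMSO; Times: compound stimulation 90 min at 25 °C, detection 60 min; Measured by: luminescent beta-gal fragment complementation, chemiluminescent substrate; Read-out: APJ–arrestin association signal; Controls: DMSO vs Apelin-13 10 nM.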
# TIM10 inh: growth inhibitors of TIM10 yeast strain. 330,000 tested, 1.4% active. S. cerevisiae TIM10 strain growth, BacTiter-Glo luminescence, 24 h. inhibition, % at 10 µM;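 active = inhibition of 40% or more at the single tested concentration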;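 note: wild-type TIM10 isogenic control strain grown at permissive 25 °C; 0% = DMSO yeast wells and 100% = minimal medium wells without yeast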
# tim23-1 inh: inhibits growth of tim23-1 mutant yeast | 330,000 tested, 1.3% active | S. cerevisiae tim23-1 growth, BacTiter-Glo luminescence, 24 h | inhibition, % at 20 µM | AID 463212;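 active = growth inhibition of the mutant yeast at or above 50%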;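 note: temperature-sensitive mutant grown at 25 °C; plate controls were DMSO-treated mutant yeast for no effect and medium wells lacking yeast for full effect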
# Starred values were filed as active, the others as inactive. The list is partial (hit frequency here may not be typical).
# Under each structure – Mdm2-MdmX inh	APJ antag	APJ ag	TIM10 inh	tim10-1 inh	tim23-1 inh	UPR CHOP act	CXCR6 inh	UPR XBP1 act
> Clc1ccc(CN2CCN(c3ncccn3)CC2)c(Cl)c1
→ 13	13	-2	-1	19	16	-0.9	0	-2
> CCN(Cc1ccccc1)C(=O)C(=O)c1cn(CC(=O)N2CCCC2)c2ccccc12
→ 21	1	-4	13	17	17	-0.3	3	-1
> COc1ccc(/C=C/C(=O)NC(=S)NNC(=O)c2cnccn2)cc1
→ 74*	-13	-2	-17	2	43	-2.1	-5	9
> COc1cc(OC)cc(C(=O)NNC(=O)CCNC(=O)c2ccc(Br)cc2)c1
→ -13	14	2	5	1	2	1.5	-12	0
> O=C(Nc1nc2c(s1)CCCC2)Oc1ccccc1
→ 7	-5	0	-20	-18	11	3.4	-4	-1
> Cc1ccc(N2C(=S)N=C(Nc3ccccc3C)C23CCOC(C)(C)C3)cc1 (stereo not given)
→ 9	11	0	29	37	31	-1.9	5	-5
> COc1ccc(N(CC(=O)Nc2ccc(C(N)=O)cc2)S(=O)(=O)c2ccc(C)c([N+](=O)[O-])c2)cc1
→ -16	-6	4	14	5	-16	0.6	12	-2
> CCOc1ccc(NC(=O)C2CCCN2C(=O)OCc2ccccc2)cc1 (stereo not given)
→ -23	-10	-2	5	8	16	-1.4	0	-3
> COc1ccc(N(CC(=O)NCCSc2ccccn2)S(=O)(=O)c2ccc(C)cc2)cc1OC
→ 10	1	0	9	23	22	0.9	-4	-5
> Cc1cc(C)nc(/N=C(\N)C2=C(O)CC(C)(C)CC2=O)n1
→ 9	8	-3	1	21	13	-0.5	2	5
> O=C(NC1CCN(c2ncccn2)CC1)c1ccccc1Cl
→ -2	3	0	8	22	-1	-2.2	3	1
> CC(C)c1ccccc1NC(=O)COC(=O)c1cc([N+](=O)[O-])ccc1N1CCOCC1
→ -5	20	4	-6	-1	14	2.3	-5	1
> Cn1nnc2cc(C(=O)NC(C)(C)C)ccc21
→ 12	0	-5	-2	-13	9	-0.6	1	1
> Cc1ccc(S(=O)(=O)N2CCCCC2C(=O)Nc2ccc(N(C)C)cc2)cc1 (stereo not given)
→ -4	-2	-2	0	4	22	1.2	-8	-4
> COc1cc(OC)c(NS(=O)(=O)c2cc(C(=O)OC(C)C(=O)NC3CC3)c(Cl)cc2Cl)cc1Cl (stereo not given)
→ 10	3	-3	17	-2	14	-0.5	-6	-6
> Cc1cccc(N(C(=O)C(F)(F)F)C(C(=O)NC2CCCCC2)c2cccs2)c1 (stereo not given)
→ 24	14	-4	2	9	1	-0.9	2	2
> C[C@H](CO)N1C[C@H](C)[C@@H](CN(C)C(=O)NC2CCCCC2)Oc2c(NS(=O)(=O)c3ccccc3)cccc2C1=O
→ 8	6	-3	7	-8	-11	0.0	-4	-2
> COc1ccc(C(=O)N/C(=C\c2cn(C)c3ccccc23)C(=O)NCCCN2CCOCC2)cc1OC
→ 9	6	-10	2	-2	-8	-2.2	-1	-2
> CCCC(=O)Nc1cc(S(=O)(=O)N2CCCCC2)ccc1N1CCOCC1
→ 6	-3	-7	8	13	14	0.0	-10	-4
> O=C1c2cccnc2C(Nc2ccc(Cl)cc2)N1Cc1cccs1 (stereo not given)
→ 16	10	1	27	33	28	-1.2	3	3
> CCOc1cc(C2CC(=O)N3CN(C4CCCCC4)CSC3=C2C#N)ccc1O (stereo not given)
→ -1	-11	3	5	-16	10	0.7	-11	0
> CC(/C=N/NC(=O)c1cc(-c2ccc(C)o2)[nH]n1)=C\c1ccccc1
→ 26	-4	-1	1	16	13	-2.4	-8	-1
> CC1(CC(=O)N/N=C/c2ccc(-c3ccc(C(=O)O)cc3)o2)OCCO1
→ 11	5	-1	0	-9	0	-1.3	-10	-2
> CC(C)Cn1c(SCC(=O)N(C)C2CCS(=O)(=O)C2)nc2cc(Cl)ccc2c1=O (stereo not given)
→ 12	-15	33	11	9	14	1.1	-2	-1
> O=C(CCNC(=O)N1CC(=O)Nc2ccccc21)Nc1ccc(Cl)cc1
→ 3	-24	0	-5	-7	-7	0.4	-4	0
> Cc1ccc(-n2c(SCc3ccc(C(=O)O)cc3)nnc2-c2ccncc2)cc1
→ -47	11	-5	-2	4	16	-1.8	-8	1
> O=C(O)C1CCCN1c1ncnc2ccccc12 (stereo not given)
→ -5	20	0	3	-16	1	0.1	4	-3
> COc1ccc(CC(NC(C)=O)C(=O)NC2CCN(C(=O)c3cccc(Cl)c3)CC2)cc1OC (stereo not given)
→ 2	5	1	-12	18	13	7.9	-2	-1
> O=C(CCC(=O)N/N=C/c1ccco1)N/N=C/c1ccco1
→ 2	4	0	-9	-19	-17	1.4	2	-2
> Cc1cccnc1NC(=O)Nc1ccc(F)cc1
→ -1	0	1	4	27	5	1.5	8	1
> Cc1ccc(-n2cnnn2)c(S(=O)(=O)N2CCOCC2)c1
→ 12	5	2	-6	-11	-2	-3.2	-7	2
> CNc1ccc(OC(F)F)cc1C(=O)c1ccccc1
→ -8	-8	-4	20	26	17	0.7	11	0
> Cc1ccc(-c2csc3nc[nH]c(=S)c23)cc1
→ 10	18	-5	7	24	50	0.3	14	-4
> OC1CCN(Cc2cccc(Oc3ccccc3)c2)CC1
→ 8	15	-1	-31	-3	-23	-0.8	-4	-1
> COCCNC(=O)c1onc(CSc2ccccc2)c1C(=O)O
→ 10	13	7	0	-17	-9	-0.1	-3	1
> Cc1ccccc1C(=O)NC(C(N)=O)P(=O)(OC(C)C)OC(C)C (stereo not given)
→ 10	17	-3	-5	-14	-5	1.7	-2	1
> COc1ccc2cc3cc(C(=O)Nc4ccc5c(c4)OCCO5)oc3nc2c1
→ 36	-1	6	-24	0	-23	2.7	-11	3
> C[n+]1cc[nH]c1SCC(=O)c1ccc(Cl)cc1
→ -56	5	-3	10	18	-6	1.9	4	-3
> Cc1ccc(C(=O)NCC(=O)O)cc1S(=O)(=O)N1CCCCC1
→ 30	17	-7	-10	6	-5	1.5	-1	2
> COc1ccc(C(=O)NCC(=O)OCC(=O)N2CCc3ccccc32)cc1
→ 5	-6	-3	-7	-11	-4	0.4	-1	0
> CC(C)CCn1cnc2c(sc3nc4c(cc32)CSC(C)(C)C4)c1=O
→ -12	-8	4	7	14	-2	3.6	1	-1
> Cc1ccc(NC(=O)c2ccc(C)cc2)cc1
→ -136	9	2	-15	-16	7	0.7	-5	-3
> CN1C(C(=O)NCc2ccco2)CC2Cn3c(nc4cc(Cl)c(Cl)cc43)C21 (stereo not given)
→ 22	12	3	0	5	-2	-2.2	-1	-1
> CC(C)c1ccccc1OCC(O)CN(CC(O)COc1cccc2ccccc12)C(C)C (stereo not given)
→ 60*	0	4	19	-3	23	2.4	-8	3
> CC(=O)N1CCN(c2ccc(NC(=O)c3ccc(Br)o3)cc2Cl)CC1
→ -5	0	-1	4	5	21	0.6	-3	-1
> O=C(Nn1c(SCc2cccc([N+](=O)[O-])c2)nc2ccccc2c1=O)c1ccccc1
→ -60	-3	-3	31	16	36	3.3	8	1
> COc1ccc(CNC(=O)C2CCN(S(=O)(=O)c3cc(OC)ccc3OC)CC2)cc1
→ -8	20	-2	-8	16	12	0.4	-3	-3
> COCCCNC(=O)CC(NS(=O)(=O)c1ccc(Cl)cc1)c1ccc(OC)cc1 (stereo not given)
→ -25	-6	1	-13	13	12	-0.4	-1	-5
> CC(=O)Nc1ccc2c(c1)C(=O)N(c1cccc3ccccc13)C2=O
→ -11	10	-1	1	5	18	-2.0	1	-6
> O=C(NCC1CCCO1)c1ccc2nc(N3CCCCC3)sc2c1 (stereo not given)
→ -44	-5	-3	-5	27	21	3.9	-6	1

# Some of these compounds in order of the CXCR6 inh value, rising:
Structure	CXCR6 inh
CC(C)c1ccccc1OCC(O)CN(CC(O)COc1cccc2ccccc12)C(C)C (stereo not given)	-8
CC(=O)N1CCN(c2ccc(NC(=O)c3ccc(Br)o3)cc2Cl)CC1	-3
CC(C)CCn1cnc2c(sc3nc4c(cc32)CSC(C)(C)C4)c1=O	1

# Next section
# Under each structure – Mdm2-MdmX inh	APJ antag	APJ ag	TIM10 inh	tim10-1 inh	tim23-1 inh	UPR CHOP act	CXCR6 inh	UPR XBP1 act
> COC(=O)c1c(NC(=S)NNS(=O)(=O)c2ccc(OC)cc2OC)sc2c1CCCCCC2
→ 5	-25	-3	22	26	23	1.9	3	-3
> COc1ccc(CCNC(=O)C(=O)Nc2ccc3c(c2)OCO3)cc1OC
→ 35	11	-1	0	6	5	1.8	-10	0
> O=C(CC(=O)c1ccccc1)Nc1ccc2c(c1)OCCO2
→ -72	17	2	6	-13	7	3.2	6	-2
> CN1C(=O)C(C)(C)c2cc(S(=O)(=O)N3CCCC(C(=O)NCc4ccc(F)cc4)C3)ccc21 (stereo not given)
→ 7	3	-1	7	-4	2	-1.3	0	4
> CN1C(=O)Cc2cc(S(=O)(=O)N3CCN(c4ccccc4F)CC3)ccc21
→ 17	2	0	12	14	11	-2.5	-7	-7
> Cc1cc(OCC(=O)N(Cc2ccco2)C2CCS(=O)(=O)C2)ccc1Cl (stereo not given)
→ -2	-20	-4	7	21	20	-0.3	4	-2
> CCOC(=O)CC(NC(=O)C1c2ccccc2Oc2ccccc21)c1ccc(C)cc1 (stereo not given)
→ 18	8	-4	5	6	1	-0.6	-2	-3
> CCCn1nc(NS(C)(=O)=O)c2cc3cccc(C)c3nc21
→ -11	-8	-2	27	42*	34	1.0	13	-2
> O=C(c1ccc2nc(Cc3ccccc3F)oc2c1)N1CC[C@H](O)C1
→ 2	-9	-3	-9	-2	1	2.2	8	-3
> O=C1CN(S(=O)(=O)c2cccc(Cl)c2Cl)CCN1
→ -2	3	-5	2	6	11	-0.2	5	-1
> Cc1cccc(N2CCN(C(=O)Cc3c(C(=O)O)[nH]c4ccc(Cl)cc34)CC2)c1C
→ 21	-14	-4	5	5	9	-0.6	-6	3
> O=C(CSc1nnc(-c2cccnc2)n1Cc1ccco1)N1CCc2ccccc21
→ 9	-3	-3	0	12	13	-1.6	-11	0
> CC(C)C[C@H](NC(=O)[C@@H]1O[C@H]1C(=O)O)C(=O)NCCCCN=C(N)N
→ 20	5	-3	-7	-3	-5	2.2	1	-5
> N#Cc1ccccc1NC(=O)COc1ccccc1C(=O)Nc1ccccc1
→ -30	2	1	4	1	5	0.3	2	-2
> O=C1NC(c2ccc(-c3ccccc3[N+](=O)[O-])o2)C(C(=O)c2ccccc2)C(O)(C(F)(F)F)N1 (stereo not given)
→ 19	-23	2	-3	17	6	0.3	-22	0
> Cc1occc1-c1nnc(SCC(=O)N2CCCCC2)n1C
→ -9	-20	-6	-12	-14	-13	0.7	-7	-1
> Cc1nc(NC(=O)c2ccc(F)cc2)sc1C(=O)Nc1ccc2c(c1)CCC2
→ 9	-4	0	10	13	6	4.1	-4	-2
> COc1ccc(S(=O)(=O)NCCSC(C)(C)C)cc1Cl
→ 11	12	0	26	15	35	-0.5	-4	-4
> COCCN(C(=O)C1CCC1)c1nnc(-c2cccnc2)s1
→ 8	-5	0	12	11	3	1.0	4	-2
